Fam108B inh: mouse Fam108B serine hydrolase inhibitors, primary screen, counter-screen for RBBP9 inhibitor project, biochemical, fluorescence polarization; recombinant Fam108B, FP-Rh probe fluorescence polarization; inhibition, % at 9.51 µM; 300,000 tested, 0.33% active;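 active means inhibition above the screen mean inhibition plus 3 SD, computed separately per campaign, cut at about 18% in these data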;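 further: inhibitors lower polarization as less probe binds the enzyme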
BCLXL inh: inhibitors of human Bcl-xL, primary screen, biochemical, fluorescence polarization, HTS. 320,000 tested, 0.7% active. GST-Bcl-xL / FITC-Bim BH3 peptide fluorescence polarization. Bcl-2-like protein 1 (Homo sapiens), Q07817. AID 2129, 2009. inhibition, % at 10.9 µM;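 active means inhibition above the mean of all tested compounds plus 3 SD, cutoff set per campaign, cut at about 30% in these data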;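 further: 0% = DMSO wells and 100% = unlabeled Bim-BH3 peptide competitor; inhibitors lower millipolarization by displacing the labeled peptide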
AHR activator: AHR activators, primary screen, cell-based, luminescence, luciferase reporter, human; AHR-responsive luciferase reporter cells; Aryl hydrocarbon receptor (Homo sapiens), P35869; activation, % at 5 µM; 320,000 tested, 2.5% active; in the data active means activation above about 47%;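 further: 0% = vehicle wells and 100% = reference agonist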
PAFAH1B2 inh: PAFAH1B2 enzyme inhibitors, primary screen, biochemical, fluorescence polarization, human. Platelet-activating factor acetylhydrolase IB subunit alpha2 (Homo sapiens), P68402. recombinant PAFAH1B2, FP-rhodamine activity probe. inhibition, % at 3.39 µM. 340,000 tested, 1.2% active. AID 492953, 2010;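 active means inhibition above the mean of all tested compounds plus 3 SD, cut at about 24% in these data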;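 further: 0% = enzyme with DMSO and 100% = wells lacking PAFAH1B2; many of its hits are not listed in these tables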
Target sequence (P68402 whole entry, looked up): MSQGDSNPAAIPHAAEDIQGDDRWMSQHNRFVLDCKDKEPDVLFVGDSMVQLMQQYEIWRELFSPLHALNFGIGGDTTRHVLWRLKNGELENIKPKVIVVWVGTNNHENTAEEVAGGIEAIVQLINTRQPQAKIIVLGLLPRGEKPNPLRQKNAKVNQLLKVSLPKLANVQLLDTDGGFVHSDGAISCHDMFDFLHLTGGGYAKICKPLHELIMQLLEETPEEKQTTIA
GLD-1 RNA inh: GLD-1/TGE RNA complex disruptors, primary screen, biochemical, fluorescence polarization; Female germline-specific tumor suppressor gld-1 (Caenorhabditis elegans), Q17339; purified GLD-1 + fluorescein TGE RNA; inhibition, % at 5.96 µM; 320,000 tested, 0.44% active;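 active means percent inhibition above a per-plate cutoff, the plate mean of test compounds plus 3 SD, cut at about 30% in these data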;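 further: 0% = DMSO wells with GLD-1 and probe and 100% = wells lacking GLD-1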
MEX-5 binding: MEX-5 zinc finger RNA-binding disruptors – biochemical, C. elegans, fluorescence polarization, MLPCN library, primary screen; MEX-5/FITC-TCR2 RNA binding; active compounds read low; activity score (negative = inhibition of binding), % at 10 µM; 300,000 tested, 0.38% active;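 active means inhibition past about -25% in most replicates, and total fluorescence under double the plate's negative control median, limit read from the data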;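 further: 0% = DMSO and -100% = 5 µM competing unlabeled TCR2 RNA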
Target sequence (Q9XUB2 whole entry, looked up): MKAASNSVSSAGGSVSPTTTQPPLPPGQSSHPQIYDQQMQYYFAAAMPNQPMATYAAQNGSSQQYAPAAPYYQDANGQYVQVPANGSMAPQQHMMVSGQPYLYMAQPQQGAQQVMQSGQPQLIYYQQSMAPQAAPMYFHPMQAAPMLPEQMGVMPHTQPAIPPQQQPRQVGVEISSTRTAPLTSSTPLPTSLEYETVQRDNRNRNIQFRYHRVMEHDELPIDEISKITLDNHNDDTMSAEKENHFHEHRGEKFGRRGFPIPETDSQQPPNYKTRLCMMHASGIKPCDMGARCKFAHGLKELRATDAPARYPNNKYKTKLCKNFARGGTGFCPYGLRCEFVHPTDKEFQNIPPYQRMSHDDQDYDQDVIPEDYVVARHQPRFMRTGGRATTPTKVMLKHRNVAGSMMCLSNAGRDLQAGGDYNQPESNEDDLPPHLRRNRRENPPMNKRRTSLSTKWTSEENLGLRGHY
PME-1 inh: PME-1 inhibitors via competitive probe labeling, primary screen, biochemical, fluorescence polarization, FP-Rh probe, HTS; Protein phosphatase methylesterase 1 (Homo sapiens), Q9Y570; recombinant PME-1; inhibition, % at 5.9 µM; 320,000 tested, 0.53% active; AID 2130, 2009;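 active means inhibition above the campaign mean of all compounds plus 3 SD, cut at about 26% in these data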;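 further: competitive labeling of PME-1 active site by serine hydrolase directed probe; 0% = PME-1 with DMSO and 100% = wells lacking PME-1 enzyme; inhibitors block probe labeling so polarization falls and inhibition rises; many of its hits are not listed in these tables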
Target sequence (Q9Y570 whole entry, looked up): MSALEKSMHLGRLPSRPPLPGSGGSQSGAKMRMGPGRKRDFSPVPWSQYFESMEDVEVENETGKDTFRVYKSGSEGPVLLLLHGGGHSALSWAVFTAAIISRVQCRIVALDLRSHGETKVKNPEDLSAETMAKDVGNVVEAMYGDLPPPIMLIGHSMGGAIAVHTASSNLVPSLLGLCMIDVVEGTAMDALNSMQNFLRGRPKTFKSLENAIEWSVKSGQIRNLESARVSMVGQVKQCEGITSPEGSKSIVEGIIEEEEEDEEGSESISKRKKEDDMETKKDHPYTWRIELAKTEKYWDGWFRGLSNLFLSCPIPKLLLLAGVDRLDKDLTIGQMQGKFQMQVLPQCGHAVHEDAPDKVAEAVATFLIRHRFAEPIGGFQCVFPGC
pPAFAH FP inh: pPAFAH enzyme inhibitors, primary screen, biochemical, fluorescence polarization, human | Platelet-activating factor acetylhydrolase (Homo sapiens), Q13093 | recombinant pPAFAH, FP-rhodamine probe fluorescence polarization | inhibition, % at 3.39 µM | 330,000 tested, 1.5% active | AID 463082, 2010;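 active means inhibition above the mean inhibition across the screen plus 3 SD, cut at about 25% in these data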;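 further: inhibitors block binding of the rhodamine activity-based probe so polarization drops; 0% = enzyme with DMSO and 100% = wells lacking pPAFAH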
MCL1-BIM inh: inhibitors of MCL1 binding to BIM-BH3, primary screen, biochemical, fluorescence polarization | Induced myeloid leukemia cell differentiation protein Mcl-1 (Homo sapiens), Q07820 | GST-MCL1 / FITC-Bim-BH3 fluorescence polarization | inhibition, % at 10.9 µM | 320,000 tested, 0.68% active | AID 2057, 2009;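 active means inhibition above the mean inhibition of all tested compounds plus 3 SD, set per campaign, cut at about 40% in these data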;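 further: 0% = DMSO wells and 100% = unlabeled Bim-BH3 peptide control; higher means more loss of mP so more displacement of Bim peptide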
An asterisk follows results filed as active; x = not tested or not shown. This is a subset. The share of hits here may be higher or lower than overall.

SMILES	Fam108B inh	BCLXL inh	AHR activator	PAFAH1B2 inh	GLD-1 RNA inh	MEX-5 binding	PME-1 inh	pPAFAH FP inh	MCL1-BIM inh
CCn1c(SCc2cccc(C)c2)nnc1-c1ccc(C)cc1	3	0	35	0	4	1.3	2	-4	3
CSc1nc2c(c(=O)[nH]c(=O)n2C)n1Cc1ccccc1Cl	-2	7	-2	3	1	-3.3	6	1	7
COC(=O)c1ccccc1NC(=O)Nc1cccs1	-4	7	8	0	6	0.8	-12	0	14
Cc1ccc2[nH]c(=O)c(CN(Cc3ccccc3)Cc3nnnn3C3CCCC3)cc2c1	-10	8	3	7	6	-0.4	1	-4	5
Cc1ccccc1C(=O)OCC(=O)N(C)c1ccccc1	0	-4	-2	3	4	-0.7	0	8	-4
CCOc1ccccc1N(C)C(=O)CCS(=O)(=O)c1ccc2c(c1)NC(=O)CO2	0	9	4	-1	11	-2.6	2	0	7
CCOc1cccc(C(=O)Nc2ccc(NC(=O)c3cc4ccccc4o3)c(OC)c2)c1	1	2	8	1	5	1.2	1	7	11
CC1CN(S(=O)(=O)c2cccc(C(=O)OCC(=O)c3cccs3)c2)CC(C)O1 (stereo unspecified)	3	2	1	-4	0	-4.8	2	0	-1
CC(C)C(=O)NNC(=O)C1CC1(c1ccccc1)c1ccccc1 (stereo unspecified)	2	12	11	1	-4	-0.8	0	1	5
Cn1cccc1Cc1nnc(SCC(=O)Nc2ccc3c(c2)OCO3)n1CCc1ccccc1	-1	-2	5	7	7	1.3	4	7	-5
O=C1OC(OC(=O)c2ccccc2Br)C(N2CCOCC2)=C1Cl (stereo unspecified)	1	6	0	-3	-2	4.7	-11	0	4
CN1CCN(CC(O)COc2ccccc2)CC1 (stereo unspecified)	1	6	0	-3	3	-0.9	3	4	6
O=C(CCCSc1nc2ccccc2[nH]1)NCc1ccc(Cl)cc1	-2	0	9	10	10	-0.1	-1	2	-9
COC(=O)c1cccc(NC(=O)CSc2ncn[nH]2)c1	5	2	13	9	-2	x	0	6	2
CCN(CC)/C(=N\S(=O)(=O)c1ccccc1C)c1ccccc1	-1	3	1	1	-4	-0.1	2	-5	-10
Cc1c(C(=O)OCc2nnc(-c3ccccc3)o2)oc2ccccc12	x	x	0	-2	7	x	x	1	x
C=C(Cl)COc1ccc2c(CC)cc(=O)oc2c1	-5	2	-5	4	-3	x	-1	-1	-5
CCCCCN(C(=O)COC(=O)CSc1ccc([N+](=O)[O-])cc1)c1c(N)n(CCCC)c(=O)[nH]c1=O	-2	-4	1	4	11	0.1	3	8	-1
O=C(Nc1ccc(N2C(=O)C3CCCCC3C2=O)cc1Cl)c1cccs1 (stereo unspecified)	2	4	0	4	3	1.5	-1	0	4
O=C(Nc1ccc(Br)cn1)c1cccc(S(=O)(=O)N2CCCC2)c1	x	x	8	0	-14	x	x	0	x
CCCn1c(O)c(N=NC(=O)CNC(=O)/C=C/c2ccc(OC)cc2)c2ccccc21	1	7	11	-5	-4	-3.3	2	6	2
CCn1c(SCc2ccc(OC)c(F)c2)nc2ccccc2c1=O	3	-2	6	4	3	3.0	-3	-1	-4
COc1ccc(-c2onc(C)c2-c2cnn(-c3ccccc3)c2)c(O)c1	-6	2	4	1	23	4.9	-2	11	-2
Cc1cc(=O)oc2c(C)c(OCC(=O)NCc3ccccn3)ccc12	-3	2	33	-1	-1	x	3	4	4

A second format for 2 compounds above:
SMILES | Fam108B inh | BCLXL inh | AHR activator | PAFAH1B2 inh | GLD-1 RNA inh | MEX-5 binding | PME-1 inh | pPAFAH FP inh | MCL1-BIM inh
COc1ccc(-c2onc(C)c2-c2cnn(-c3ccccc3)c2)c(O)c1 | -6 | 2 | 4 | 1 | 23 | 4.9 | -2 | 11 | -2
CCN(CC)/C(=N\S(=O)(=O)c1ccccc1C)c1ccccc1 | -1 | 3 | 1 | 1 | -4 | -0.1 | 2 | -5 | -10

(further entries)
SMILES	Fam108B inh	BCLXL inh	AHR activator	PAFAH1B2 inh	GLD-1 RNA inh	MEX-5 binding	PME-1 inh	pPAFAH FP inh	MCL1-BIM inh
NS(=O)(=O)c1ccc(NC(=O)c2ccccc2C(=O)N2CCCCC2)cc1	3	1	-1	4	1	-0.7	-2	-2	4
Cc1ccc(NC(=O)CN2CCC(Cc3ccccc3)CC2)cc1S(=O)(=O)N(C)C	3	6	1	3	-3	0.7	-3	11	0
CN(CCC#N)C(=O)CSc1ncnc2sc(-c3ccccc3)cc12	-1	5	9	1	-4	-0.8	3	7	-2
Cc1ccc(Cc2c(C)nc3nc(SCC(=O)NCc4ccco4)nn3c2C)cc1	9	9	0	7	-4	-7.6	2	6	17
OCc1nc2ccccc2n1CCCOc1ccc(Br)cc1	0	7	0	9	-2	2.0	2	31*	10
COC(=O)Cc1c(O)ccn(CCc2c[nH]c3ccc(OC)cc23)c1=O	1	4	2	1	3	2.7	-14	4	9
CC(=O)Oc1ccc(C(=O)Nc2cc(C)ccc2NC(=O)COc2ccccc2)cc1	-6	0	16	2	7	1.0	3	-2	-5
O=C(CCNC(=O)c1ccc(Cl)cc1)NCCCN1CCOCC1	x	7	2	2	4	x	1	5	1
Cc1ccc(-n2c(=O)[nH]c3ncccc3c2=O)cc1	2	1	1	3	-4	-1.2	-7	1	5
O=C(COc1ccc2c3c(c(=O)oc2c1)CCCC3)N1C[C@H]2C[C@@H](C1)c1cccc(=O)n1C2	-2	4	-1	2	-1	1.5	-1	0	3
COc1ccc(/C=N\NC(=O)c2ccc(-c3ccccc3)cc2)cc1COC(C)=O	-7	0	4	-5	6	-2.3	-7	2	5
Cc1ccc(C)c(Cn2nnc3c(=O)[nH]c(C4CCCN(C(=O)C5CCC5)C4)nc32)c1 (stereo unspecified)	2	1	9	6	1	-0.5	14	-1	4
CC(/C=C/c1ccccc1)=N\NC(=O)CSc1ccccn1	3	7	6	-5	11	1.7	7	3	1
O=C(O)C1CCCN1S(=O)(=O)c1ccc(Cl)c(Cl)c1 (stereo unspecified)	2	3	0	2	2	2.4	4	3	6
N#CC1=C(c2ccccc2)/C(=C/c2ccccc2)OC1=O	19*	-2	0	11	2	0.7	11	2	1
CC(C)CC(=O)NN1CCCCC1	7	0	-1	6	4	1.1	0	3	0
COc1ccc(-n2c(SCC(=O)Nc3ccc(Br)cc3)nc(O)cc2=O)cc1	-4	0	0	6	-2	x	-13	5	-5
COc1ccc(Br)cc1/C=C/C(=O)c1ccc(NC(C)=O)cc1	-22	4	4	-5	-1	x	-28	-11	7
CC(=O)N1CCC(C(=O)Nc2ccc(S(=O)(=O)N3CCC(C)CC3)cc2)CC1	4	7	5	29*	3	1.7	0	-1	3
CCNC(=O)c1ccccc1SCc1ccccc1	2	-1	11	6	-3	0.8	-4	-6	16
Cc1cccc(C)c1NS(=O)(=O)c1ccc2c(c1)NC(=O)CO2	-1	8	2	0	0	-0.6	-1	-3	9
C=CCn1c2ccccc2n2nc(C)c(=O)nc12	5	7	5	-4	-5	1.2	1	2	6
Cc1cc(C)n(-c2ccc(Oc3ccccc3)c(S(=O)(=O)O)c2)n1	-1	2	0	5	-3	-1.0	-1	-3	-3
COc1cccc2cc(C(=O)n3ccc(C)n3)c(=O)oc12	-1	1	6	5	0	1.8	1	5	7
COc1cccc(NC(=O)CSc2nnc(Cc3cccn3C)n2-c2ccc(F)cc2)c1	0	-1	2	5	0	0.0	0	2	4
COc1cc(OC)cc(C(=O)N[C@H](C(=O)Nc2ccc(NC(C)=O)cc2)C(C)C)c1	-5	6	-1	3	-8	1.1	-9	2	2
Cc1c(Cl)c(C(=O)Nc2nc3ccccc3n2CCN2CCCCC2)nn1C	-3	-1	2	x	5	-0.6	3	2	-5
Cc1ccc(S(=O)(=O)N2CCC(C(=O)OCC(=O)N3CC(C)CC(C)C3)CC2)cc1C (stereo unspecified)	-3	3	-2	2	2	-1.1	10	8	5
O=C(NCCc1ccccc1Cl)C1CCC(=O)N(Cc2ccc(Cl)cc2)C1 (stereo unspecified)	0	7	2	4	9	-1.5	6	10	2
O=C(CCc1ccccc1)c1c(O)cc(O)cc1O	0	1	4	42*	4	-4.3	-4	10	3
CC(C(=O)Nc1ccccc1)N1C(=O)c2ccccc2C1=O (stereo unspecified)	2	-3	-1	2	1	0.0	-5	4	-3
CC1(OC(=O)c2ccc(Cl)nc2)C(=O)C=C2C=C(c3ccsc3)OC=C2C1=O (stereo unspecified)	5	23	7	x	29	-22	-1	47*	32
COc1ccc(C(=O)Cn2cnc3ccc(Cl)cc3c2=O)cc1F	-4	-6	-2	0	2	-1.1	-6	-2	-10
O=C(O)Cn1ccc2ccccc21	-1	4	16	2	2	0.0	-1	5	0
O=C(Cn1c(NCCCO)nc2ccccc21)c1ccc(Br)cc1	4	-3	10	2	3	-0.3	2	1	4
Cc1ccc(C(=O)N2CCN(c3ccc([N+](=O)[O-])c(NCc4ccco4)c3)CC2)cc1	-4	3	6	4	-4	2.1	0	8	1
Cc1ccc(-c2nnc(N3CCCCC3)c3ccccc23)cc1S(=O)(=O)N1CCN(C)CC1	2	11	1	0	7	-0.3	4	5	7
COc1ccc(C2CC(=O)c3cnc(N4CCN(Cc5ccccc5)CC4)nc3C2)cc1 (stereo unspecified)	-4	3	1	4	-8	2.9	-2	1	-7
COC(=O)c1cc(C(=O)OCC(=O)N(C)c2ccccc2)cc([N+](=O)[O-])c1	2	0	3	-1	-10	-2.2	-14	5	0
O=C(Cc1c(Cl)cccc1Cl)OCc1ccccn1	1	4	-5	5	6	-0.6	-1	9	3
COCC(=O)NC1CC2CCCC(C1)N2Cc1ccccc1 (stereo unspecified)	0	7	1	0	5	-2.6	-5	-4	3
CCN(CC)c1ccc(NC(=O)C2CCCN(S(=O)(=O)c3cnc[nH]3)C2)c(C)c1 (stereo unspecified)	-2	4	3	-3	5	-1.4	0	-1	0
CCOC(=O)CC1CCCCN1Cc1nc(-c2ccc(F)c(OC)c2)oc1C (stereo unspecified)	0	2	0	0	4	1.9	0	2	-1
COc1cccc(C(=O)NC(C)C(c2cccs2)N2CCN(C)CC2)c1 (stereo unspecified)	-4	7	-1	0	6	0.0	1	2	12
CCN1CCN(C2=C(NS(=O)(=O)c3ccccc3)C(=O)c3ccccc3C2=O)CC1	1	22	1	5	2	-0.6	3	2	18
CC(=O)SCC(=O)N=c1sc2cc(F)ccc2n1C	-1	-2	31	1	3	-2.0	5	-1	0
O=C(O)Cn1cnc2c(oc3ccccc32)c1=O	-1	1	7	1	0	-1.0	2	-5	-1
CC1(NC(=O)CN2CCN(c3cnn(-c4ccccc4)c(=O)c3Cl)CC2)CCS(=O)(=O)C1 (stereo unspecified)	x	-11	2	6	0	x	-4	1	-15
Cc1ccc(O)c(C=Nc2cc(C)ccc2O)c1	1	9	36	1	1	-2.5	-3	16	2
CCCCSc1nnc(-c2ccc(C)cc2)n1C	2	-3	15	3	10	3.0	8	5	3
CC(C)(C)OC(=O)N1Cc2cc3ccccc3nc2C1CO (stereo unspecified)	-2	3	2	4	-5	-0.4	-1	5	2

Compound activity: PubChem BioAssay, several laboratories
